# Screening data deposited in PubChem by Southern Research Specialized Biocontainment Screening Center.
# K1F lysis inhibition: inhibition of K1F phage lysis, E. coli UTI89, bacterial capsule biogenesis inhibitors, alamar blue (AID 488966); E. coli UTI89 K1F phage lysis, alamar blue, 2 h; higher % means a stronger effect; one-dose inhibition, % at 100 µM; IC50 in µM for titrated hits; hit rate 0.02% among 340,000;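 active means phage lysis inhibition, versus mean bacterial control, above a set limit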;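 further: capsule biogenesis inhibitors block K1F phage lysis so surviving cells raise fluorescence; higher fluorescence means more inhibition of phage lysis; actives were called in the ten point dose series up to 300 µM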
# Numbers without * were called inactive; [ ] = remark or other dose.
# The opening 6 records (preview)
SMILES,K1F lysis inhibition
Cc1ccccc1C(=O)N=c1ccn(-c2nc3ccccc3nc2NS(=O)(=O)c2ccc(F)cc2)cc1,0.5%
O=C(Nc1ccc(Br)cc1)N1CCCCCC1,0.2%[50 µM]
O=C(CCCC(=O)NN=Cc1ccc(Cl)cc1Cl)NN=Cc1ccc(Cl)cc1Cl,1.6%
CCCN(CC(=O)Nc1ccccc1C)C(=O)CCCOc1ccc(Br)cc1,-0.5%[50 µM]
COc1ccc(CCNC(=O)c2cc3c(=O)n4ccccc4nc3n(CC3CCCO3)c2=N)cc1 (stereo not given),3.3%
O=C(NCC(=O)N1CCN(c2ccccc2O)CC1)c1cccs1,0.6%[50 µM]

# The listing, repeating the preview:
SMILES,K1F lysis inhibition
Cc1ccccc1C(=O)N=c1ccn(-c2nc3ccccc3nc2NS(=O)(=O)c2ccc(F)cc2)cc1,0.5%
O=C(Nc1ccc(Br)cc1)N1CCCCCC1,0.2%[50 µM]
O=C(CCCC(=O)NN=Cc1ccc(Cl)cc1Cl)NN=Cc1ccc(Cl)cc1Cl,1.6%
CCCN(CC(=O)Nc1ccccc1C)C(=O)CCCOc1ccc(Br)cc1,-0.5%[50 µM]
COc1ccc(CCNC(=O)c2cc3c(=O)n4ccccc4nc3n(CC3CCCO3)c2=N)cc1 (stereo not given),3.3%
O=C(NCC(=O)N1CCN(c2ccccc2O)CC1)c1cccs1,0.6%[50 µM]
O=[N+]([O-])c1ccc(N=Nc2ncc[nH]2)cc1,-3.1%[50 µM]
Cc1cccc(NC(=O)C2CCCN(S(=O)(=O)c3ccc4[nH]c(=O)ccc4c3)C2)c1 (stereo not given),-0.7%
CCc1cccc2c(C(=O)C(NCCOC)c3ccccc3)c[nH]c12 (stereo not given),0.6%
CCc1ccc(NC(=O)CCc2c(C)nn(-c3ccc(N4CCCCC4)nn3)c2C)cc1,0.1%

# Looked up one by one from the entries so far (five):
SMILES,K1F lysis inhibition
Cc1ccccc1C(=O)N=c1ccn(-c2nc3ccccc3nc2NS(=O)(=O)c2ccc(F)cc2)cc1,0.5%
CCc1cccc2c(C(=O)C(NCCOC)c3ccccc3)c[nH]c12 (stereo not given),0.6%
CCc1ccc(NC(=O)CCc2c(C)nn(-c3ccc(N4CCCCC4)nn3)c2C)cc1,0.1%
COc1ccc(CCNC(=O)c2cc3c(=O)n4ccccc4nc3n(CC3CCCO3)c2=N)cc1 (stereo not given),3.3%
O=[N+]([O-])c1ccc(N=Nc2ncc[nH]2)cc1,-3.1%[50 µM]

# (continued)
SMILES,K1F lysis inhibition
COc1ccc(CNS(=O)(=O)c2ccc(-c3cnc(C4CC4)o3)cc2)cc1,0.1%
COc1ccc(NC(=O)N(C)C[C@H]2Oc3ccc(NC(=O)C4CCCCC4)cc3C(=O)N([C@H](C)CO)C[C@@H]2C)cc1,-1.2%
CC[C@]12c3[nH]c4cc(CCC(=O)N(C)C)ccc4c3CCN1C(=O)[C@@H](CC(=O)NCCCOC)C[C@@H]2C(=O)N1CCN(C(=O)C2CC2)CC1,0.3%
CCCN1C(=O)c2ccccc2NC1c1ccc(O)c(OCC)c1 (stereo not given),-0.4%[50 µM]
COc1ccc(-n2nc(C(=O)NCCCN3CCOCC3)c3ccccc3c2=O)c(OC)c1,0.2%
COc1ccccc1OCc1ccc(C(=O)Nc2ccccc2)cc1,0.5%[50 µM]
CC(C)CN(C(=O)CN1C(=O)NC2(CCc3ccccc32)C1=O)C1CCS(=O)(=O)C1 (stereo not given),0.0%[50 µM]
CC(Cl)C(=O)N1c2ccccc2CCc2ccccc21 (stereo not given),0.1%
CC1CC(NC(=O)c2c(O)nc3sccn3c2=O)CC(C)(C)C1 (stereo not given),-2.6%[50 µM]
O=C(Nc1cccc2ncccc12)c1ccco1,0.7%
O=S(=O)(c1ccc2[nH]ccc2c1)N1CCCCCC1,-0.3%
Cc1cc(C(=O)Nc2cccc(S(=O)(=O)N3CCOCC3)c2)c2ccccc2n1,0.6%[50 µM]
COc1cccc(CNC(=O)CN2C(=O)NC(Cc3ccccc3)(c3ccccc3)C2=O)c1 (stereo not given),0.4%[50 µM]
CCCN(C(=O)c1ccc(N2CCCC2=O)cc1)c1c(N)n(Cc2ccccc2)c(=O)[nH]c1=O,0.1%[50 µM]
Cc1cnc(C(=O)OCC(=O)N2CC(C)CC(C)C2)cn1 (stereo not given),1.1%[50 µM]
Cn1c2ccccc2c(=O)c2ccc(NCc3ccc4c(c3)OCO4)cc21,0.3%
Cc1ccsc1C(=O)OCc1cc(=O)n2ccsc2n1,0.6%[50 µM]
COc1ccccc1NC(=O)CSc1nc(SC)ns1,1.0%
CCN(CC)C(=O)[C@H]1CC(CC(=O)NCc2ccco2)C(=O)N2CCc3c([nH]c4ccccc34)[C@]12C (stereo not given in full),-0.1%
O=C(/C=C/c1ccc2c(c1)OCO2)N1CCCCC1,0.0%
Cc1csc2nc(SCC(=O)N3CCN(c4ccccc4)CC3)[nH]c(=O)c12,0.4%[50 µM]
CCCCCN(C(=O)CCC(=O)OCC(=O)c1cccc(OC)c1)c1c(N)n(CCCC)c(=O)[nH]c1=O,0.0%
COc1ccc(C2=C(c3ccc(OC)c(OC)c3)CN3CCCCC3C2)cc1 (stereo not given),0.1%
CN(C)/C(=N\S(=O)(=O)c1ccc(Cl)cc1)c1ccc(F)cc1,0.2%
Cc1ccccc1NS(=O)(=O)c1ccc(C(=O)NCC(c2ccccc2)N(C)C)cc1 (stereo not given),0.3%
COc1cc(CNC(=O)CCn2nc(C)c3c(C)n(-c4ccccc4)nc3c2=O)cc(OC)c1OC,0.4%
CCN(CC)CCCN(CC(=O)N(C)Cc1ccccc1)C(=O)c1ccc([N+](=O)[O-])cc1,1.8%
O=C(C=Cc1ccccc1)NCCNC(=O)C=Cc1ccccc1,1.6%
CCOc1ccc(C(C(=O)NC2CCCC2)N(C(=O)CNC(=O)c2ccco2)c2cccnc2)cc1 (stereo not given),-0.2%
CC1(c2ccc(Cl)cc2)NC(=O)N(CC(=O)Nc2ccc(N3CCCCC3)cc2)C1=O (stereo not given),1.2%[50 µM]
CCC[C@@H]1CCCO[C@@](C(=O)NCc2ccc(S(C)(=O)=O)cc2)(C(F)(F)F)C1,1.4%
COc1ccc(OC(C)C(=O)N(C)Cc2nc(-c3ccccc3)no2)cc1 (stereo not given),-0.2%
O=C(NCC(c1cccs1)N1CCOCC1)c1cn(-c2ccccc2)nc1-c1ccc(Cl)cc1 (stereo not given),0.9%[50 µM]
CC(NC(=O)COC(=O)c1cc(Cl)ccc1O)C1CC2CCC1C2 (stereo not given),0.7%[50 µM]
CC(=O)c1ccc(S(=O)(=O)NCCC(=O)OCC(=O)N(Cc2ccccc2)C(C)(C)C)cc1,0.5%[50 µM]
CC(=O)Nc1ccc(S(=O)(=O)NCCC(=O)NCCOc2ccccc2)cc1,0.7%[50 µM]
CC[C@]12c3[nH]c4ccccc4c3CCN1C(=O)C(CC(=O)NCCCn1ccnc1)C[C@@H]2C(=O)N1CCN(C(=O)C2CC2)CC1 (stereo not given in full),0.0%
O=C(Nc1c2c(nn1-c1ccccc1)CS(=O)C2)c1ccc(Br)o1 (stereo not given),-0.5%[50 µM]
CCOc1ccc(N(CC(=O)NCCc2ccc(F)cc2)S(=O)(=O)c2ccccc2)cc1,-0.1%
Cc1ccc(CNC(=O)C2CCC(=O)N(CCc3ccccc3)C2)s1 (stereo not given),0.1%
COC(=O)c1ccccc1NC(=O)CCCN1C(=O)C(c2ccccc2)Oc2cccnc21 (stereo not given),0.4%
O=C(CC1C=CCC1)Nc1ccccc1 (stereo not given),1.8%
CNS(=O)(=O)c1cccc(C(=O)NNC(=O)c2ccc(COc3ccccc3)cc2)c1,0.2%
COc1ccc(CCNC(=O)c2cnc(C)cn2)cc1,1.6%[50 µM]
Cc1ccc(C(=O)NCC(=O)N(C)CC(=O)Nc2c(Cl)cccc2Cl)s1,0.2%[50 µM]
Cc1cc(OC(=O)c2ccc(OC(C)C)cc2)c([N+](=O)[O-])c(=O)[nH]1,0.3%
CCc1nc2ccc(C(=O)NCc3ccc(C)o3)cc2nc1CC,-0.4%
COC(=O)c1cnn(-c2nc(-c3ccccc3)cs2)c1N,0.3%
COc1ccccc1C(=O)COC(=O)c1cc([N+](=O)[O-])ccc1N1CCOCC1,0.8%[50 µM]
CCN(CC(=O)Nc1c(F)cccc1F)C(=O)Cc1sc(C)nc1-c1ccc(F)cc1,0.8%[50 µM]

# Next results:
SMILES,K1F lysis inhibition
Cc1ccccc1OCCC(=O)Nc1ccc(N2CCOCC2)cc1N1CCOCC1,1.1%[50 µM]
CN1CCN(c2ccccc2NC(=O)c2ccc(-c3ccccc3[N+](=O)[O-])o2)CC1,-0.1%
COc1ccc(-c2cc(C(=O)N(C)CC(=O)Nc3ccccc3Br)c3ccccc3n2)cc1OC,0.2%[50 µM]
COc1ccc(COC(=O)C2CC(=O)N(Cc3ccccc3)C2)cc1 (stereo not given),1.0%[50 µM]
CCn1ccnc1CN(C)C(=O)c1cc(COc2ccc(OC)c3ccccc23)on1,-0.2%
C#CCOCCOCCOCCNc1nc(N2CCN(C(=O)[C@H](CCC(=O)O)n3cc([C@@H](N)CC(N)=O)nn3)CC2)nc(N2CCN(C(=O)[C@H](CCC(=O)O)n3cc([C@@H](N)CC(N)=O)nn3)CC2)n1,-0.1%
CSc1ccccc1OCc1cc(C(=O)NCCc2nc(C)cc(C)n2)no1,-0.2%
Cc1nnc(SC(C)C(=O)NC2CCCCC2C)n1N (stereo not given),1.2%[50 µM]
CC(=O)O[C@H]1[C@H](O)[C@H](Oc2c(O)c(C)c3c4c2[C@@H](C)CC[C@@H]4[C@@H](C)C[C@H]3C=C(C)C)O[C@@H](C)[C@H]1O,-0.4%
O=C(NCCOc1ccccc1)c1cc([N+](=O)[O-])ccc1N1CCOCC1,0.1%[50 µM]
COc1cc(NC(=O)CSc2nc3[nH]ncc3c(=O)n2-c2ccc(Cl)cc2)cc(OC)c1,0.3%
COC(C[C@H]1O[C@H]1C(=O)[C@H](C)OCc1ccccc1)OC,0.9%
CC(=O)Nc1cccc(C(=O)N2CCN(S(=O)(=O)c3ccc(C4CCCCC4)cc3)CC2)c1,0.7%[50 µM]
Cc1sc2nc(CSCC(=O)Nc3cc(F)ccc3F)[nH]c(=O)c2c1C,0.8%[50 µM]
CCCc1nn2c(=O)cc(CSCC(=O)Nc3ccc(OC)cc3)nc2s1,-0.1%
COc1cccc(-c2cc(C(=O)N/N=C/c3ccco3)c3ccccc3n2)c1,0.2%
CC(C)C(=O)Nc1cc2c3c(c1)CCN3C(=O)CC2,0.2%
CCc1ccc(/C=N/n2c(C3CCCCC3)n[nH]c2=S)cc1,0.0%[50 µM]
CC(=O)OCC(=O)C1CCC2C3CC=C4CC(O)CCC4(C)C3CCC12C (stereo not given),1.7%
COc1ccc(C(=O)Nc2nnc(C)s2)cc1S(=O)(=O)N1CCOCC1,0.2%[50 µM]
CCCc1nc2ccccc2c(=O)n1CCc1ccccc1,0.1%
O=C(COC(=O)c1ccc(N2CCCC2=O)cc1)Nc1ccccc1,0.5%[50 µM]
Cc1ccc(C(=O)N(Cc2cccs2)C2CCS(=O)(=O)C2)cc1 (stereo not given),0.1%
CN(C(=O)CC1C(=O)NCCN1Cc1ccc2ccccc2c1)C1CCOCC1 (stereo not given),0.2%
CCOC(=O)Nc1ccc2c(c1)N(C(=O)CCN(CC)CC)c1ccccc1S2=O (stereo not given),0.2%
C[C@]12CC[C@H](O)CC1=CCC1C2CC[C@@]2(C)C1CC[C@@H]2NC(=O)CCC(=O)O (stereo not given in full),-1.4%
COc1ccc2cc3cc(C(=O)N4CCN(C5CCCCC5)CC4)oc3nc2c1,-0.3%
COc1ccc(CN2C(=O)C(C)Nc3ncnc(N4CCN(c5ccccc5)CC4)c32)cc1 (stereo not given),1.3%
Cc1cc(SCC(=O)N/N=C/c2ccc(O)c(O)c2)nc2ccccc12,-0.1%
Cc1ccc(C(=O)N2CCC(C(=O)NC3CCCC3)CC2)cc1,0.5%
COc1ccc(NC(=O)c2ccc(NS(=O)(=O)c3cccc4cccnc34)cc2)cc1,-0.1%
COC1C(C)=C(C)C(=O)N1Cc1ccc(F)cc1 (stereo not given),-0.1%
Cc1ccccc1NC(=O)C(C)OC(=O)CCC(=O)N(CC(C)C)c1c(N)n(CC(C)C)c(=O)[nH]c1=O (stereo not given),1.0%[50 µM]
CC(=O)N1CCN(C(=O)c2ccc(OC3CCN(CCc4ccccc4)CC3)cc2)CC1,1.9%[50 µM]
Cc1ccc(S(=O)(=O)N2CCC(=O)CC2c2ccccc2)cc1 (stereo not given),0.1%
COc1ccc(NC(=O)c2ccc3ncsc3c2)cc1,0.0%
C=CCSc1nnc2c(n1)-c1cccc3cccc-2c13,-0.1%
COCCn1c(SCC(=O)NCc2ccccc2)nc2ccccc21,0.2%
O=C(NCCNc1ccccc1[N+](=O)[O-])c1cc(F)c(F)cc1Cl,-0.7%
CCCCNC(=O)[C@@H]1CSC2c3ccccc3C(=O)N21 (stereo not given in full),1.2%[50 µM]
Cc1noc(C)c1COc1ccccc1C(=O)N1CCN(S(=O)(=O)c2cccc([N+](=O)[O-])c2)CC1,0.6%[50 µM]
CCC1CCCCN1CCCNC(=O)CNC(=O)c1nn(-c2ccc(OC)cc2)c(=O)c2ccccc12 (stereo not given),-0.7%
CN1CCN(C(CNC(=O)C(=O)Nc2ccc3c(c2)OCO3)c2ccc(F)cc2)CC1 (stereo not given),2.0%[50 µM]
Cc1c(-c2ccccc2)nc2ccccc2c1C(=O)Nc1ccncc1,0.3%
Nn1c(SCC(=O)Nc2ccccc2)nnc1C1CCCCC1,1.4%[50 µM]

# These rows are one share of the data. The share of hits here may be higher or lower than overall.
